Screens: PubChem BioAssay, several laboratories
FadD28 binding: blocks FadD28 binding to the bisubstrate probe. fluorescence polarization. 360,000 compounds, 0.22% hits. inhibition, % at 12.5 µM; in the data active means inhibition above about 8.5%, passing the limit was not always enough; inconclusive means no clear call, values can overlap the other calls
Mtb BioA inh: inhibitors of Mycobacterium tuberculosis BioA enzyme; purified M. tuberculosis BioA enzyme, plate reader; inhibition, % at 9.99 µM; 360,000 compounds, 0.096% hits; AID 602481; in the data active means inhibition above about 40%; inconclusive means no clear call, values can overlap the other calls
CCHF vOTU inh: blocks the CCHF virus ovarian tumor domain protease. inhibition, % at 11.5 µM. 370,000 compounds, 0.55% hits. CCHFV vOTU protease, Pep-AMC fluorescence; further: 0% = vehicle wells with enzyme and 100% = no enzyme wells
MazEF act: activators of E. coli MazEF toxin-antitoxin RNase; 350,000 compounds, 0.32% hits; FAM/BHQ RNA-DNA oligo cleavage fluorescence, 5 h; P0AE70; AID 504720; activation, % at 20 µM; in the data active means activation above about 50%
Target sequence (P0AE70 whole entry, looked up): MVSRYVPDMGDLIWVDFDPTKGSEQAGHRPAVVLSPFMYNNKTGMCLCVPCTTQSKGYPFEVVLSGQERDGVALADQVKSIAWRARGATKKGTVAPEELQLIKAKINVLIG
Mtb FBA inh: inhibits M. tuberculosis FBA enzyme | P9WQA3 | purified M. tuberculosis FBA, fluorescence read-out | inhibition, % at 1 µM | 360,000 compounds, 2.3% hits; in the data active means inhibition above about 27%;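 further: 0% = vehicle and 100% = reference inhibitor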
GDH-TPI inh: counter-screen for M. tuberculosis FBA inhibitors: GDH-TPI coupled enzymes | GDH-TPI coupled enzyme counterscreen, NADH absorbance | inhibition, % at 4.8 µM | 360,000 compounds, 1.2% hits | AID 588335;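 further: 0% = DMSO wells and 100% = wells lacking the enzyme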
Rv3671c protease: inhibitors of M. tuberculosis serine protease Rv3671c; P9WHR9; inhibition, % at 5.96 µM; 320,000 compounds, 0.048% hits; in the data active means inhibition above about 38%;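 further: extracellular domain of Rv3671c used as enzyme; 0% = enzyme with DMSO and 100% = no enzyme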
Target sequence (P9WHR9 whole entry, looked up, the tested form may be a part): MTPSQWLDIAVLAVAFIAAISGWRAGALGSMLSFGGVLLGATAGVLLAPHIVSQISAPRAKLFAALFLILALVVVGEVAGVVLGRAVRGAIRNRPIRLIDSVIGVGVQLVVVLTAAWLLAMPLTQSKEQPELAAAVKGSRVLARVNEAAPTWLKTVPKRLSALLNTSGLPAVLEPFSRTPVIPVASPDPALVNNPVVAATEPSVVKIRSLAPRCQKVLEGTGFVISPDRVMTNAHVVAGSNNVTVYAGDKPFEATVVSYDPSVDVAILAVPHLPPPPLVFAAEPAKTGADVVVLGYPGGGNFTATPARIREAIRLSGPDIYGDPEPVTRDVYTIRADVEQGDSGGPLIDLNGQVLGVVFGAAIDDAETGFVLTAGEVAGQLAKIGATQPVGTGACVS
UGM FP inh: blocks M. tuberculosis UGM enzyme; P9WIQ1; purified UGM, fluorescence polarization probe displacement; inhibition, % at 10 µM; 320,000 compounds, 0.06% hits; AID 504406; in the data active means inhibition above about 10%, passing the limit was not always enough; inconclusive means no clear call, values can overlap the other calls
Target sequence (P9WIQ1 whole entry, looked up): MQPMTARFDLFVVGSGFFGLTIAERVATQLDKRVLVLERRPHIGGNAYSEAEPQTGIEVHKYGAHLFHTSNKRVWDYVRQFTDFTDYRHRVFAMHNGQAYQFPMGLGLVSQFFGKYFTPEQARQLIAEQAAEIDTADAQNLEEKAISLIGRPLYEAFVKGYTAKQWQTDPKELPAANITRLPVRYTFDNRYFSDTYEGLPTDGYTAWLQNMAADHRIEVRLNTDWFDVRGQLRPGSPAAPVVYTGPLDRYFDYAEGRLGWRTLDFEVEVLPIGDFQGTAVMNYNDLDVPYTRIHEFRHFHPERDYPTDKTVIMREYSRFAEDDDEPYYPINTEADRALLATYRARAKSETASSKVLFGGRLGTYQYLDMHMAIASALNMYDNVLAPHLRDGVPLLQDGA
BoNT F protease: inhibitors of Botulinum neurotoxin F light chain protease; Multiplex microsphere protease cleavage assay, flow cytometry; inhibition, % at 10 µM; 360,000 compounds, 0.22% hits; in the data active means inhibition above about 35%, passing the limit was not always enough; inconclusive means no clear call, values can overlap the other calls; further: plate controls were buffer without enzyme for full effect and enzyme alone for no effect
VHR inh abs: inhibitors of human VHR1 phosphatase (DUSP3) | inhibition, % at 13.3 µM | recombinant VHR phosphatase, pNPP absorbance | P51452 | 290,000 compounds, 0.52% hits; in the data active means inhibition above about 50%; further: some compounds called inactive have numbers as strong as hits
Target sequence (P51452 whole entry, looked up): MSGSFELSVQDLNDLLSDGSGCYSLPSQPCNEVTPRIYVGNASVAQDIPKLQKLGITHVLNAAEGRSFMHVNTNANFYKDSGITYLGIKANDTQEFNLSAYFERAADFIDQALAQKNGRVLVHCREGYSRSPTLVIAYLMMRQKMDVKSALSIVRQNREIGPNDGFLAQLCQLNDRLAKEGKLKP
Active calls of the source: *; ? = inconclusive; / = not tested or not shown. Unless noted, no stated cut-off is given here; in the data, active means inhibition above about 30%; inactive means the rest.

SMILES | FadD28 binding | Mtb BioA inh | CCHF vOTU inh | MazEF act | Mtb FBA inh | GDH-TPI inh | Rv3671c protease | UGM FP inh | BoNT F protease | VHR inh abs
O=C(Nc1ccc(N2CCN(C(=O)c3ccc(Cl)cc3)CC2)cc1)c1ccc([N+](=O)[O-])o1 | -0.8 | / | 1 | 0 | 0 | 10 | / | / | 3 | 9
O=C(Nc1nnc(-c2ccc3c(c2)CCCC3)o1)c1ccccc1 | 0.4 | -0.2 | 2 | 3 | 0 | 15 | 5 | 2.2 | -7 | -2
Cc1ccc(C2/C(=C(/O)c3ccc(OC(C)C)cc3)C(=O)C(=O)N2CCN2CCOCC2)cc1 (stereo not drawn) | -1.3 | 0.0 | 10 | -8 | 3 | 14 | -1 | -0.8 | 1 | 25
COc1ccc(-c2[nH]c3ccccc3c2SCCNC(=O)c2cc3ccccc3oc2=O)cc1 | -1.5 | -1.8 | 1 | 0 | 7 | 19 | -9 | -0.8 | -8 | 0
COc1cc(NC(=O)c2cccc([N+](=O)[O-])c2)ccc1NC(=O)c1ccco1 | 3.4 | / | 1 | 9 | -5 | 5 | -4 | -0.3 | 1 | 24
Cc1cc(OCC(=O)N2CCN(c3ncccn3)CC2)ccc1Cl | -3.4 | 2.4 | 11 | 0 | 1 | 3 | 12 | 0.0 | 7 | 21
CCCN(CCC)CCNC(=O)C1(O)c2ccccc2NC(=O)N1c1cccc(OC)c1 (stereo not drawn) | 1.2 | 0.5 | -8 | 8 | 0 | -3 | 0 | 0.0 | 10 | /
CCNc1nc(-c2cc(C)n(Cc3ccco3)c2C)cs1 | -2.6 | / | 6 | 10 | -2 | -6 | 2 | -0.2 | -64 | 2
CC1(C)CC2CC(C)(CN2C(=O)COC(=O)c2cccc(O)c2)C1 (stereo not drawn) | -1.0 | -0.5 | 4 | 2 | 1 | 3 | -4 | 1.0 | -10 | /
COc1ccc(NC(=O)COC(=O)Cc2coc3cc(OC)ccc23)c(OC)c1 | -4.3 | -0.2 | 1 | 3 | -1 | 12 | -1 | -2.0 | 1 | /
COc1ccc(S(=O)(=O)NCc2csc(C)n2)cc1OC | / | 1.4 | -3 | -2 | -6 | -1 | 1 | 1.2 | 9 | 23
Cc1ccc(SCc2nc(-c3ccccn3)no2)cc1 | -1.2 | -1.2 | 3 | -5 | 3 | -4 | -3 | 3.2 | 17 | 14
CCc1nnc(NC(=O)CCC(=O)NCCc2ccccc2)s1 | -5.2 | -0.4 | 12 | 10 | 3 | 9 | 1 | -2.2 | 1 | 28
COc1cccc2sc(N(CCCN(C)C)C(=O)c3sc4ccccc4c3Cl)nc12 | -1.1 | -0.6 | -2 | 30 | 2 | 4 | -1 | 1.0 | -12 | 43
Cc1ccc(S(=O)(=O)N(CCC(=O)NCC(c2ccccc2)N(C)C)c2ccccc2)cc1 (stereo not drawn) | -4.1 | -0.1 | -2 | 5 | 0 | -2 | / | / | -6 | /
CCc1ccc(CN(C)C(=O)CCc2nnc(Cc3cccc(C)c3)o2)nc1 | 1.0 | / | 3 | -3 | 7 | -3 | 8 | -0.2 | 0 | 11
CCN(CC)C(=O)CSc1nc(N)c2c3c(sc2n1)CC(C)CC3 (stereo not drawn) | -4.8 | -0.5 | 27 | -4 | -1 | 13 | -4 | -0.6 | -7 | 13
O=C(NNc1ncccc1Cl)c1c(Cl)cccc1Cl | -2.9 | / | -9 | 4 | 2 | -2 | 7 | -0.5 | -4 | 23
COc1ccc(S(=O)(=O)Nc2cccc3c2O[C@@H](CN(C)Cc2ccc(C(=O)O)cc2)[C@@H](C)CN([C@H](C)CO)C3=O)cc1 | -2.5 | 0.6 | -8 | 5 | 4 | -4 | -7 | 0.3 | 4 | /
COc1ccccc1N(CC(=O)NCc1ccccc1)C(=O)CCC(=O)Nc1nccs1 | 1.2 | -0.3 | 5 | -9 | 1 | 3 | 5 | -3.3 | -4 | 8
CN(C)C(CNC(=O)C1CCN(S(=O)(=O)c2ccc(Cl)cc2)CC1)c1ccccc1 (stereo not drawn) | -1.1 | -1.6 | 9 | 6 | 0 | -8 | 6 | -1.3 | 20 | 9
COc1ccccc1NC1=C(Cl)C(=O)N(C2CCCCC2)C1=O | -1.4 | -2.2 | 0 | -4 | -2 | 1 | 1 | 1.9 | 9 | 22
COc1ccc(S(=O)(=O)Nc2cccnc2)cc1OC | -1.4 | 1.5 | 8 | 6 | -3 | -6 | 11 | -0.8 | ? | -32
CC(O)c1c(OCc2ccccc2)ncnc1OCc1ccccc1 (stereo not drawn) | -1.2 | -1.0 | 7 | -1 | -1 | -2 | 0 | -0.9 | -4 | 3
CCC1CCCCN1CCCNC(=O)C1CCCN(S(=O)(=O)N2CC(C)CC(C)C2)C1 (stereo not drawn) | -0.9 | 0.3 | 9 | 3 | -1 | -2 | -5 | 0.7 | -11 | 54*
CCOc1ccc(N2CC(O)(c3cccs3)[N+]3=C2CCCC3)cc1 (stereo not drawn) | -4.1 | 0.9 | 6 | 6 | -5 | -2 | 4 | -0.1 | -13 | -8
CC(=O)c1cccc(NC(=O)c2cnn(-c3ccccc3)c2C)c1 | -0.4 | 19 | -8 | 13 | 0 | 7 | 0 | -0.3 | -9 | 25
O=c1[nH]cc(S(=O)(=O)NCc2ccccc2)c(=O)[nH]1 | -0.8 | 1.5 | 4 | 4 | -6 | 9 | -14 | -0.7 | -5 | -4
CC(C)(CN)CC(=O)O | 0.4 | / | 12 | -8 | 4 | 13 | -5 | 0.8 | 0 | -13
O=C(Nc1cc(C(F)(F)F)ccc1N1CCOCC1)c1cccc(S(=O)(=O)N2CCOCC2)c1 | -1.6 | -0.6 | 18 | 24 | -3 | 2 | / | / | 5 | /
Cc1ccc(OCC(=O)NCc2ccc3c(c2)OCO3)c([N+](=O)[O-])n1 | 0.2 | 4.3 | -3 | 3 | -1 | 0 | -6 | 1.8 | -1 | 14
COc1ccccc1C(=O)NNC(=O)c1ccc(Br)cc1 | -2.3 | -2.1 | -9 | 8 | -1 | 6 | 2 | -2.0 | -4 | 8
CC1(c2nnc(-c3cccc(Cl)c3)o2)CC(c2c(Cl)cccc2Cl)=NO1 (stereo not drawn) | -5.1 | -0.8 | -5 | 0 | -1 | 7 | -3 | 1.1 | -10 | /
Cc1nn(C)c(C(=O)Nc2cccc(Nc3ccccc3)c2)c1[N+](=O)[O-] | 1.8 | 0.2 | 1 | / | -2 | 4 | 14 | 1.2 | -27 | 26
COc1cc(OC)cc(C(=O)N[C@H](C(=O)NNC(=O)c2ccc(Br)cc2)C(C)C)c1 | -9.4 | -3.2 | 0 | 6 | -2 | -3 | -3 | -3.3 | -6 | /
COc1ccc(NC(=O)COC(=O)c2c(F)cccc2Cl)cc1OC | / | / | 8 | / | / | / | 3 | 1.7 | / | 14
COc1ccc(NC(=O)CSc2nnc(CNc3ccc(F)cc3)o2)c(OC)c1 | -3.9 | / | 1 | 3 | 4 | -8 | 2 | 3.7 | -13 | 27
O=C(NN=C1CCCCCC1)c1ccc(Br)o1 | -2.2 | 1.2 | 13 | 1 | 1 | 15 | 0 | 0.6 | -7 | -3
COc1ccc(C(=O)OCC(=O)NCC2CCCO2)cc1[N+](=O)[O-] (stereo not drawn) | -0.9 | / | 8 | 4 | 6 | 4 | -2 | -2.5 | -6 | -2
CN(C)/C(=N\S(=O)(=O)c1ccccc1)c1ccc([N+](=O)[O-])cc1 | -0.2 | -1.1 | -9 | 7 | -2 | -2 | -5 | 0.2 | -4 | 2
Cc1c(C(=O)NCCCN2CCOCC2)sc2nc(-c3ccc(F)cc3)cn12 | -1.4 | 1.6 | -10 | -5 | 4 | -2 | 7 | -2.3 | -4 | 29
COc1cc(C2C(C(C)=O)=C(C)Nc3ncnn32)ccc1O (stereo not drawn) | -1.7 | 5.8 | -4 | 5 | 3 | 1 | 3 | -0.5 | -3 | 32
N#Cc1ccccc1S(=O)(=O)N1CCN(C(=O)c2cc(-c3ccccc3)nn2-c2ccccc2)CC1 | -0.4 | -1.2 | -2 | -3 | 3 | 7 | 7 | -1.0 | -4 | -4
N#Cc1ccc(C(=O)NC(=S)NC2CCCCC2)cc1 | -0.5 | -1.3 | 10 | -3 | 3 | 9 | 0 | 1.0 | ? | /
CC1=Nn2c(nnc2-c2cc(-c3ccccc3)n[nH]2)SC1 | -1.6 | -1.9 | 2 | 1 | 3 | 13 | -5 | 0.2 | -24 | 18

Just CCHF vOTU inh, VHR inh abs and BoNT F protease, for five of the compounds above:
smiles,CCHF vOTU inh,VHR inh abs,BoNT F protease
COc1ccc(C(=O)OCC(=O)NCC2CCCO2)cc1[N+](=O)[O-] (stereo not drawn),8,-2,-6
Cc1ccc(OCC(=O)NCc2ccc3c(c2)OCO3)c([N+](=O)[O-])n1,-3,14,-1
Cc1nn(C)c(C(=O)Nc2cccc(Nc3ccccc3)c2)c1[N+](=O)[O-],1,26,-27
CN(C)/C(=N\S(=O)(=O)c1ccccc1)c1ccc([N+](=O)[O-])cc1,-9,2,-4
COc1ccc(NC(=O)COC(=O)c2c(F)cccc2Cl)cc1OC,8,14,/

2 entries from above in another layout.
SMILES	FadD28 binding	Mtb BioA inh	CCHF vOTU inh	MazEF act	Mtb FBA inh	GDH-TPI inh	Rv3671c protease	UGM FP inh	BoNT F protease	VHR inh abs
Cc1ccc(S(=O)(=O)N(CCC(=O)NCC(c2ccccc2)N(C)C)c2ccccc2)cc1 (stereo not drawn)	-4.1	-0.1	-2	5	0	-2	/	/	-6	/
CC1(c2nnc(-c3cccc(Cl)c3)o2)CC(c2c(Cl)cccc2Cl)=NO1 (stereo not drawn)	-5.1	-0.8	-5	0	-1	7	-3	1.1	-10	/

Additional records.
SMILES | FadD28 binding | Mtb BioA inh | CCHF vOTU inh | MazEF act | Mtb FBA inh | GDH-TPI inh | Rv3671c protease | UGM FP inh | BoNT F protease | VHR inh abs
COc1ccc(C)cc1NS(=O)(=O)c1ccc2c(c1)NC(=O)C(C)S2 (stereo not drawn) | -3.9 | / | 2 | 9 | 0 | 2 | -3 | -0.6 | -4 | -27
CC(=O)NC(c1ccc(F)c(F)c1)c1nc(-c2cccc(C(F)(F)F)c2)cs1 (stereo not drawn) | -0.8 | -0.8 | 11 | / | 2 | -4 | / | / | 0 | /
O=C(NC(Cc1c[nH]c2ccccc12)C(=O)Nc1ccc(F)c([N+](=O)[O-])c1)c1cccs1 (stereo not drawn) | -3.0 | / | -12 | 11 | -4 | 2 | -8 | -0.9 | -6 | 8
COc1ccc(C(CNC(=O)c2cccc(NS(=O)(=O)c3ccccc3)c2)N(C)C)cc1 (stereo not drawn) | -4.0 | -0.4 | 6 | 2 | -1 | 1 | -1 | 2.4 | 0 | 10
O=[N+]([O-])c1ccc(Sc2ccccn2)nc1 | -0.2 | -0.7 | -7 | 13 | 0 | 7 | 2 | 0.2 | -3 | 1
Cn1c(Cn2c(=O)sc3ccccc32)nnc1SCC(=O)NCc1ccco1 | -3.8 | 0.5 | 0 | 10 | -1 | 10 | -4 | -0.4 | 4 | 1
O=C(COc1ccc(-c2ccccc2)cc1)NNC(=O)Nc1ccccc1 | -2.3 | -0.7 | 9 | -12 | 5 | 5 | -38 | -0.7 | 7 | /
COc1ccc2nc(C)cc(Nc3cccc(C(=O)O)c3)c2c1 | -0.6 | 0.3 | 0 | 3 | 2 | 32* | -1 | 0.5 | ? | -12
COC(=O)N/N=C/c1cc(C)n(-c2cccc3ccccc23)c1C | -2.7 | -0.2 | -1 | 9 | 2 | 3 | -2 | -1.2 | -8 | -4
COc1cccc(CNc2ccc(N3CCCCC3)cc2)c1OC | -0.9 | -1.5 | 4 | 0 | 0 | 8 | -4 | 0.6 | -24 | -1
CC(C)(C)c1ccc(S(=O)(=O)N2CCN(c3ncccn3)CC2)cc1 | -1.0 | -0.7 | 10 | -13 | 1 | 3 | 1 | 0.0 | -6 | 30
Cc1sc(NC(=O)Nc2ccccc2)c(C(N)=O)c1C | 3.6 | -0.6 | 4 | -38 | 4 | -6 | 11 | -1.8 | -5 | 15
CCCc1cc(N2CCOCC2)n2ncc(-c3ccccc3)c2n1 | 0.6 | -1.5 | -13 | -1 | 5 | 16 | / | 1.8 | 11 | -15
COc1cc(CCC(=O)OCC(=O)Nc2ccc(C)cc2Cl)cc(OC)c1OC | -3.3 | / | -4 | 2 | 3 | -3 | 0 | 0.3 | -14 | 7
